PAFAH1B3 FP inh: blocks human PAF acetylhydrolase 1B catalytic subunit 3. Q15102. recombinant PAFAH1B3, FP-rhodamine probe, fluorescence polarization. inhibition, % at 3.39 µM. 340,000 compounds, 0.28% hits. AID 492972;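 active means inhibition above the screen-wide average of all tested compounds plus 3 SD, cut at about 25% in these data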;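 further: 0% = enzyme with DMSO only and 100% = wells lacking PAFAH1B3 protein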
Target sequence (Q15102 whole entry, looked up): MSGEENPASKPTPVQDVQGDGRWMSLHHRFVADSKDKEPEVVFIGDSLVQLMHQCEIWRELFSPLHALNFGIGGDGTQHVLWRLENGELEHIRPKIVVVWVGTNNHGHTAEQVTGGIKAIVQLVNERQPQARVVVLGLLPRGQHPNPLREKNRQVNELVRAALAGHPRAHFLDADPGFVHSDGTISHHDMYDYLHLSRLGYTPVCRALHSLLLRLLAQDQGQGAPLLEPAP
PAFAH2 inh: inhibitors of human PAFAH2; 340,000 compounds, 0.99% hits; Q99487; recombinant PAFAH2, FP-rhodamine activity probe, fluorescence polarization; inhibition, % at 3.39 µM;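 active means inhibition above the mean over all tested compounds plus 3 SD, cut at about 30% in these data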;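 further: inhibitors block probe labeling of enzyme so polarization drops; 0% = enzyme with DMSO and 100% = wells lacking PAFAH2 protein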
PAFAH1B2 FP inh: PAFAH1B2 (human) inhibition. P68402. 340,000 compounds, 1.2% hits. inhibition, % at 3.39 µM. recombinant PAFAH1B2, FP-rhodamine activity probe, fluorescence polarization. AID 492953;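 active means inhibition above the mean of all tested compounds plus 3 SD, cut at about 24% in these data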;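 further: 0% = enzyme with DMSO and 100% = wells lacking PAFAH1B2; many of its hits are not listed in these tables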
Target sequence (P68402 whole entry, looked up): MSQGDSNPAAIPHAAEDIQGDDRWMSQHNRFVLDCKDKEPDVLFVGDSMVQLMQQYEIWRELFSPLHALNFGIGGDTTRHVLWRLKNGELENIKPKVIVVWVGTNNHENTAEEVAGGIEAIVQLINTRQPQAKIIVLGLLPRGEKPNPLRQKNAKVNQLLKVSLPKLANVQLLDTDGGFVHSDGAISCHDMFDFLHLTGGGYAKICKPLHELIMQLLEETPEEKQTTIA
Active calls of the source: *. Not all compounds are listed; rates above refer to the full screens.

item	PAFAH1B3 FP inh	PAFAH2 inh	PAFAH1B2 FP inh	SMILES
1	0	4	4	O=C(NCCc1ccccc1)C1CCC(=O)N(Cc2cccc(C(F)(F)F)c2)C1 (stereo unspecified)
2	45*	60*	26*	Cc1ccc(/C=C2/SC(=O)NC2=S)o1
3	2	2	1	Cc1ccc(C(=O)Cn2c(C(=O)OCCO)cc3ccccc32)cc1
4	6	3	11	CCCn1c2ccccc2c2cnn(CC(=O)NC(C)CC)c(=O)c21 (stereo unspecified)
5	6	0	3	Cc1cn(CC(=O)N[C@H](C)c2cccc3ccccc23)c(=O)[nH]c1=O
6	7	0	-2	c1ccc(-c2cnc(C3CCCCC3)o2)cc1
7	10	5	7	COc1cc2nc(CN3CCN(S(=O)(=O)c4ccccc4)CC3)[nH]c(=O)c2cc1OC
8	9	0	6	Cc1cc(N=Nc2ccccc2)cc(C)c1NC(=O)C(F)(F)F
9	22	21	0	Oc1ccccc1N=Cc1c(O)ccc2ccccc12
10	7	-1	3	CN(CC1CCCN(CCc2cccc(C(F)(F)F)c2)C1)C(=O)c1cc2ccccc2o1 (stereo unspecified)
11	4	-5	2	CCOC(=O)c1ccc(S(=O)(=O)N2CCN(C(=O)c3cccc(S(=O)(=O)N4CC(C)OC(C)C4)c3)CC2)cc1 (stereo unspecified)
12	-1	14	12	Cn1c(=S)c2[nH]c(SCCC(C)(C)C)nc2n(C)c1=O
13	13	-5	5	CC(=O)N1C[C@H]2CON(C)[C@H]2C[C@H]1c1cccc(-c2ccccc2C)c1
14	-1	1	0	CC(OC(=O)c1cc(=O)c2cc(Cl)ccc2o1)C(=O)N1CCCC1 (stereo unspecified)
15	13	2	2	O=C(COC(=O)Cc1n[nH]c(=O)c2ccccc12)Nc1c(Br)cc([N+](=O)[O-])cc1Br
16	7	-3	6	COCCNC(=O)C(OC(=O)c1ccco1)c1ccc(OC)cc1 (stereo unspecified)
17	3	7	3	O=[N+]([O-])c1ccc(NN=Cc2cccc3ccccc23)cc1
18	5	3	3	Cc1nc2ccccc2c(C(=O)O)c1-c1ccccn1
19	-1	5	-1	Cc1ccc(NC(=O)C(C)OC(=O)c2cc(=O)[nH]c3ccccc23)cc1S(=O)(=O)N1CCOCC1 (stereo unspecified)
20	5	7	10	C=CCn1c(SCC(=O)Nc2ccc(O)cc2)nc2sc(C)c(C)c2c1=O
21	14	39*	4	O=C(NNC(=O)c1ccccc1O)c1ccccc1O
22	10	-3	4	COc1ccc(Cl)cc1C=CC=NNS(=O)(=O)c1ccc(C)cc1
23	8	4	-2	O=C(CCNC(=O)c1ccc([N+](=O)[O-])cc1)NCc1ccccc1
24	3	1	3	COc1ccc(CCN(C)C2CCCN(S(=O)(=O)c3ccccc3F)C2)cc1OC (stereo unspecified)
25	3	-13	-1	COc1ccc(C(=O)Nc2cc(-c3ccc(C)cc3)no2)cc1
26	1	0	0	Cc1ccc(S(=O)(=O)N[C@H](C(=O)OCC(=O)NC(=O)c2cccn2C)C(C)C)cc1
27	7	1	3	CCc1cc(C(=O)N2CCCC(C(=O)c3ccc(C(F)(F)F)cc3)C2)n(C)n1 (stereo unspecified)
28	-1	3	2	CC12CCCC(C(C#N)C(N)=O)(C1)NC(=O)C2C#N (stereo unspecified)
29	2	6	4	COc1ccc(CC(=O)N/N=C\c2cc(Br)c(O)c(Br)c2)cc1
30	2	6	8	C[N+](C)(C)CC(=O)N1CCN(c2ccc3ccccc3n2)CC1
31	24	-7	11	O=c1[nH]c(/C=C/c2ccccc2)c([N+](=O)[O-])c(=O)[nH]1
32	7	1	1	CC(=O)Nc1cc([N+](=O)[O-])ccc1OCc1ccccc1
33	9	11	14	CC(NC(=O)Oc1cccc2ccccc12)c1ccccc1 (stereo unspecified)
34	8	5	9	Cc1ccc(S(=O)(=O)SCCCSS(=O)(=O)c2ccc(C)cc2)cc1
35	9	-1	-6	CC(O)C(=O)N/N=C/c1cccc2ccccc12 (stereo unspecified)
36	5	-4	2	CN(C)CCNc1ccc(-c2n[nH]c(=O)c3ccccc23)cc1[N+](=O)[O-]
37	7	1	-5	Cc1oc(-c2cccs2)nc1CNC[C@H]1O[C@@H](n2cnc(C(N)=O)n2)[C@H](O)[C@@H]1O
38	14	-15	3	COc1cc(N)c(Cl)cc1C(=O)NC1CCN(Cc2ccccc2)CC1
39	8	-5	1	Cc1ccc(S(=O)(=O)N2CCOCC2)cc1C(=O)OC1CCOC1=O (stereo unspecified)
40	9	-6	6	CSCCC(NC(=O)c1ccccc1Br)C(=O)N1CCN(C/C=C/c2ccccc2)CC1 (stereo unspecified)
41	5	7	4	COc1cc(C)nc(Oc2ccc(=O)n(C)n2)n1
42	-3	6	2	O=C(CSc1nnc(COc2ccc(Cl)cc2)n1Cc1ccco1)N1CCNC1=O
43	4	7	3	COc1cccc(CN2CC(C(=O)NCc3ccc(C)o3)CCC2=O)c1 (stereo unspecified)
44	9	1	3	Cc1cn([C@H]2C[C@H](O)[C@@H](CCC(=O)NCc3ccco3)O2)c(=O)[nH]c1=O
45	7	-1	3	CC(C)(C)S(=O)N1Cc2cc(CO)cc(CCO)c2[C@H]1CCO (stereo partly specified)
46	5	12	1	COc1ccc(C2CC(=O)Nc3cc(OC)c(OC)cc32)cc1Br (stereo unspecified)
47	-4	-3	17	CCCOc1ccc(C(=O)CCC(=O)OCC(=O)N2CCN(S(=O)(=O)c3ccc(C)cc3C)CC2)cc1
48	10	-11	7	CCCCNc1nnc(Cc2ccc(Cl)cc2)c(=O)[nH]1
49	13	11	6	c1cc2c3c(cccc3c1)-c1cnccc1-2
50	3	0	3	CC(C)CCNC(=O)C(c1ccco1)N(Cc1cccs1)C(=O)Cn1nnc2ccccc21 (stereo unspecified)
51	3	-1	-5	CC(CCC(=O)O)C1CCC2C3CC(O)C4CC(O)CC[C@]4(C)C3CCC12C (stereo partly specified)
52	-3	1	0	O=C1C2CCCN2C(=S)N1c1cc(Cl)ccc1Cl (stereo unspecified)
53	3	-1	4	CC12CCC(C(=NO)C1=NO)C2(C)C (stereo unspecified)
54	5	-7	-2	COC(=O)c1cc(C)sc1NC(=O)CC1Nc2ccccc2NC1=O (stereo unspecified)
55	-4	1	1	Cc1occc1C(=O)N/N=C/C1=C(N2CCOCC2)C(=C/c2ccc(Cl)cc2Cl)/CC1
56	8	-2	4	CN(C)CC1CCC/C(=C\c2ccc(OC(=O)c3ccc(Cl)cc3)cc2)C1=O (stereo unspecified)
57	7	8	7	Cc1cc(O)c(N=Nc2ccc(C(=O)O)cc2)cc1C
58	7	2	6	CC(=O)NC(CC(=O)Nc1ccc(S(=O)(=O)Nc2nccs2)cc1)c1ccccc1 (stereo unspecified)
59	10	1	8	NCCCCc1ccc2ccc3cccc4ccc1c2c34
60	-2	-10	-2	Cc1ccc(-c2csc(SCC(=O)c3c(N)n(C4CC4)c(=O)[nH]c3=O)n2)cc1

Continued.
item	PAFAH1B3 FP inh	PAFAH2 inh	PAFAH1B2 FP inh	SMILES
61	0	-5	-4	O=c1c2ccccc2oc2cc(OCc3ccc(F)cc3)cc(O)c12
62	26*	25	6	C/C(=N/Nc1ccc(C(=O)O)cc1)c1ccc2c(c1)Nc1ccccc1S2
63	4	-3	-4	O/N=C(\Cn1ccnc1)c1ccccc1
64	6	5	6	Clc1cccc(CSc2ncnc3c2ncn3C2CCCCO2)c1 (stereo unspecified)
65	-4	-6	-3	O=C(CNC(=O)c1cccs1)N/N=C/c1cccc(Br)c1
66	8	2	2	COCCCN(C(=O)CSc1nc2ccccc2c(=O)n1C)c1c(N)n(Cc2ccccc2)c(=O)[nH]c1=O
67	12	-7	3	O=c1c2cn(Cc3ccc(F)cc3)c3ccccc3c-2nn1Cc1ccc(F)cc1
68	6	-1	3	CC(C)Cn1c(SC(C)C(=O)Nc2ccc3c(c2)OCCO3)nc2ccccc2c1=O (stereo unspecified)
69	-1	2	7	Cc1cc(C)n2cc(CSc3nnc(-c4ccccc4)c(-c4ccccc4)n3)nc2n1
70	-2	4	1	C1CCN2CC3CC(CN4CCCC[C@@H]34)[C@H]2C1
71	-13	2	1	COc1ccc2c(c1)oc(=O)c1c3ccccc3[nH]c21
72	11	-1	1	Cc1cccc(N(C)C(=O)c2cc3cc4ccc(C)cc4nc3o2)c1
73	3	8	7	O=C(Cc1cccc(NC(=O)C2CCCN(C(=O)C3CCCCC3)C2)c1)Nc1cccc(C(=O)N2CCCCC2)c1 (stereo unspecified)
74	3	7	4	c1ccc2c(c1)OC1OC2Oc2ccccc21
75	-3	-12	-3	CCCOc1cccc(-c2cc(C(=O)N/N=C/c3ccccn3)c3ccccc3n2)c1
76	17	14	-1	COc1ccc(Nc2nc(-c3c(C)nc4ncccn34)cs2)cc1
77	-5	-16	0	Oc1ccc(C[C@H]2CNC(=S)N2CC2CCCN2C[C@H](Cc2ccccc2)N2C[C@H](Cc3ccc(O)cc3)N(CC3CCCCCC3)C2=S)cc1 (stereo partly specified)
78	-10	-7	2	COc1ccc(NS(=O)(=O)c2cccc(C(=O)N/N=C(/C)c3ccc(-n4ccnc4)cc3)c2)cc1
79	-1	2	2	O=C(O)C(=Cc1ccccc1[N+](=O)[O-])c1ccccc1
80	-10	-3	-1	COC(=O)C1=CN(c2ccc(OC)cc2)C=C(C(=O)OC)C1c1ccc([N+](=O)[O-])cc1
81	6	-4	5	CCOC(=O)C1(C(=O)OCC)NC(=O)CC1CC(C)C (stereo unspecified)
82	5	-6	2	O=[N+]([O-])c1ncn(Cc2c(Cl)cccc2Cl)n1
83	6	57*	2	NC(=O)C1CC(=O)N(c2ccc(OCC(=O)N3CCCC3)cc2)C1 (stereo unspecified)
84	16	0	0	O=Nc1[nH]c(=O)c(/C=C(\O)c2ccccc2)nc1NO
85	-3	-1	20	CCOc1ccc(C(=O)NCC(=O)NCCSc2ccc(Br)cc2)cc1OCC
86	7	4	5	COc1ccc(CNc2ccc(N3CCN(C(C)=O)CC3)cc2)cc1OC
87	6	10	-2	COC(=O)c1ccccc1S(=O)(=O)N1CCC(C(=O)OC(C)C(=O)N(C)Cc2ccccc2)CC1 (stereo unspecified)
88	-2	-4	2	COc1ccc(-c2ccc3c(c2)C2CC3CCN2S(=O)(=O)c2ccccc2C)cc1 (stereo unspecified)
89	-5	-1	4	COc1ccccc1Nc1nc(N(C)c2ccccc2)nc(N)c1[N+](=O)[O-]
90	11	3	1	O=C(O)CSCC(=O)N1CCCN(c2ccc(C(F)(F)F)cn2)CC1
91	0	6	4	CN(CC(=O)Nc1ccc(F)cc1)C(=O)c1cc(-c2cccs2)nn1-c1ccccc1
92	3	-7	1	COc1ccc(CC(NC(C)=O)C(=O)NC2CCN(C(=O)c3cccc(Cl)c3)CC2)cc1OC (stereo unspecified)
93	10	-5	0	C=CCNc1nc2c(c(=O)[nH]c(=O)n2C)n1Cc1cccc(C)c1
94	3	7	-4	COc1cc(/C=N/NC(=O)c2ccccc2NS(=O)(=O)c2cccs2)ccc1O
95	9	0	-4	Cc1ccc(NC(=O)CSc2nnc(COc3ccccc3F)n2N)cc1S(=O)(=O)N1CCOCC1
96	-1	7	2	Cc1nc(COC(=O)c2cc(O)c3ccccc3c2O)cs1
97	9	8	5	O=C(COC(=O)Cc1ccc(Br)cc1)NCc1ccc2c(c1)OCO2
98	2	6	5	COc1cccc(N2CCN(CC(=O)NC(=O)NC3CCCCC3)CC2)c1

Structures shown so far containing an NH in an aromatic ring (14):
item	PAFAH1B3 FP inh	PAFAH2 inh	PAFAH1B2 FP inh	SMILES
5	6	0	3	Cc1cn(CC(=O)N[C@H](C)c2cccc3ccccc23)c(=O)[nH]c1=O
7	10	5	7	COc1cc2nc(CN3CCN(S(=O)(=O)c4ccccc4)CC3)[nH]c(=O)c2cc1OC
12	-1	14	12	Cn1c(=S)c2[nH]c(SCCC(C)(C)C)nc2n(C)c1=O
15	13	2	2	O=C(COC(=O)Cc1n[nH]c(=O)c2ccccc12)Nc1c(Br)cc([N+](=O)[O-])cc1Br
19	-1	5	-1	Cc1ccc(NC(=O)C(C)OC(=O)c2cc(=O)[nH]c3ccccc23)cc1S(=O)(=O)N1CCOCC1 (stereo unspecified)
31	24	-7	11	O=c1[nH]c(/C=C/c2ccccc2)c([N+](=O)[O-])c(=O)[nH]1
36	5	-4	2	CN(C)CCNc1ccc(-c2n[nH]c(=O)c3ccccc23)cc1[N+](=O)[O-]
44	9	1	3	Cc1cn([C@H]2C[C@H](O)[C@@H](CCC(=O)NCc3ccco3)O2)c(=O)[nH]c1=O
48	10	-11	7	CCCCNc1nnc(Cc2ccc(Cl)cc2)c(=O)[nH]1
60	-2	-10	-2	Cc1ccc(-c2csc(SCC(=O)c3c(N)n(C4CC4)c(=O)[nH]c3=O)n2)cc1
66	8	2	2	COCCCN(C(=O)CSc1nc2ccccc2c(=O)n1C)c1c(N)n(Cc2ccccc2)c(=O)[nH]c1=O
71	-13	2	1	COc1ccc2c(c1)oc(=O)c1c3ccccc3[nH]c21
84	16	0	0	O=Nc1[nH]c(=O)c(/C=C(\O)c2ccccc2)nc1NO
93	10	-5	0	C=CCNc1nc2c(c(=O)[nH]c(=O)n2C)n1Cc1cccc(C)c1
